Cardiac RTF inh: cardiac RTF calcium sensitivity inhibitors, primary screen, biochemical, IANBD-TnC fluorescence, EC70 calcium; Troponin I, cardiac muscle (Homo sapiens) + Troponin T, cardiac muscle (Homo sapiens) + …; IANBD-labeled cardiac RTF, Ca2+ fluorescence; inhibition, % at 7.15 µM; actives 0.12% (n = 340,000);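 active means inhibition above the mean inhibition of all tested compounds plus 3 SD, cut at about 17% in these data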;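 further: assay run at fixed EC70 calcium of 1.6 mM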
CAL-PDZ inh HTS: untagged CAL PDZ binding inhibitors, primary screen, biochemical, fluorescence polarization, HTS. purified CAL PDZ, TMR-peptide fluorescence polarization, 1 h. Golgi-associated PDZ and coiled-coil motif-containing protein (Homo sapiens), Q9HD26. inhibition, % at 24.9 µM. actives 0.92% (n = 300,000);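 active means mean inhibition of at least 30% with at least half of replicates also reaching 30%; inconclusive means no clear call, values can overlap the other calls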;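 further: 0% = DMSO neutral control and 100% = excess unlabeled competitor peptide PRC23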
MOR-DOR inv ag: inverse agonists of MOR-DOR heterodimerization, primary screen, cell-based, luminescence; cell-based MOR-DOR heterodimer luminescence, inverse agonism; inhibition, % at 9.3 µM; actives 0.21% (n = 340,000); AID 504357, 2011; in the data active means inhibition above about 22%, passing the limit was not always enough;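 further: 0% = cells with DMSO and 100% = wells without cells with DMSO; values of inactives mirror those of a sister screen read the other way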
V-ATPase pHluor: regulators of yeast V-ATPase proton pumping, primary screen, pHLuorin cytosolic pH fluorescence; S. cerevisiae; response, % at 10 µM; actives 0.37% (n = 350,000); AID 504577, 2011; in the data active means response mostly above about 7.3%, no sharp cut-off; inactive means mostly below about 5.4%; further: actives read high; inactives centre near 0; some compounds called inactive have numbers as strong as hits; reference of the scale not given here
Keap1-Nrf2 PPI: Keap1-Nrf2 protein-protein interaction inhibitors, primary screen, biochemical, fluorescence polarization, single point. inhibition, % at 9.4 µM. Keap1 Kelch-Nrf2 peptide fluorescence polarization, 1536-well. actives 0.15% (n = 340,000). Kelch-like ECH-associated protein 1 (Homo sapiens), Q14145; in the data active means inhibition above about 12%; inconclusive means no clear call, values can overlap the other calls; inactive means below about 7.3%;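 further: human Keap1 Kelch domain with fluorescein labeled Nrf2 9mer peptide probe; 0% = neutral control wells and 100% = peptide positive control; higher means more block of Keap1 binding to Nrf2 peptide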
MOR-DOR ag: agonists of OPRM1-OPRD1 heterodimerization, primary screen, cell-based, luminescence | activation, % at 9.3 µM | actives 0.3% (n = 340,000) | AID 504326, 2011 | cells | Mu-type opioid receptor (Homo sapiens) + Delta-type opioid receptor (Homo sapiens), …; in the data active means activation above about 18%;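 further: 0% = vehicle-treated cells and 100% = reference agonist; values of inactives mirror those of a sister screen read the other way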
HTR5A inv ag: HTR5A inverse agonists in luminescence cell assay, primary screen, counter-screen for OPRM1-OPRD1 heterodimer inverse agonist project, full-deck HTS; 5-hydroxytryptamine receptor 5A (Homo sapiens), P47898; HTR5A cell line, inverse agonism; inhibition, % at 9.3 µM; actives 0.083% (n = 340,000); AID 504634, 2011; in the data active means inhibition mostly above about 23%, no sharp cut-off; inactive means mostly below about 18%;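 further: 0% = cells with DMSO and 100% = no-cell wells with DMSO; some compounds called inactive have numbers as strong as hits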
cardiac RTF act: cardiac RTF calcium sensitivity activators, primary screen, biochemical, IANBD-TnC fluorescence, EC20 calcium; activation, % at 7.2 µM; IANBD-labeled TnC RTF fluorescence at EC20 calcium; 0% EC20 calcium, 100% full calcium; AID 493008, 2010; actives 0.24% (n = 340,000); Troponin I, cardiac muscle (Homo sapiens) + Troponin T, cardiac muscle (Homo sapiens) + …;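 active means activation above the mean over all tested compounds plus 3 SD, cut at about 30% in these data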;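 further: rise in fluorescence read as greater calcium sensitivity of cardiac thin filaments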
C-LANA FP: inhibitors of KSHV C-LANA binding to DNA, primary screen, biochemical, fluorescence polarization, FAM-LBS DNA, MBP-C-LANA, single point; Kaposi's sarcoma herpesvirus LANA C-terminal domain (residues 932-1162) DNA binding; inhibition, % at 9 µM; actives 0.078% (n = 340,000); AID 504423, 2011;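 active means highest replicate inhibition at or above 60% at 9 µM, even if other replicates fall short; inactive means all replicates below 60% inhibition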;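 further: 0% = neutral control wells and 100% = 4 µM acridine orange control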
HTR5A ag ctr: HTR5A agonists in luminescence cell assay, primary screen, counter-screen for OPRM1-OPRD1 heterodimer agonist project, full-deck HTS; activation, % at 9.3 µM; cell-based; actives 0.61% (n = 340,000); AID 504692, 2011; in the data active means activation mostly above about 9.5%, no sharp cut-off; inactive means mostly below about 7.6%;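 further: 0% = cells with vehicle only and 100% = reference agonist; strong numbers were not always called active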
* marks the source's active call; other numbers are inactive results; ? = inconclusive; . = not tested or not shown.

entry	molecule	Cardiac RTF inh	CAL-PDZ inh HTS	MOR-DOR inv ag	V-ATPase pHluor	Keap1-Nrf2 PPI	MOR-DOR ag	HTR5A inv ag	cardiac RTF act	C-LANA FP	HTR5A ag ctr
1	O=C(CN1C(=O)NC2(CCCc3ccccc32)C1=O)NCc1ccc(Cl)cc1Cl (stereo not drawn)	-2	-4	8	-2	4	-1.4	-10	-1	-0.5	4
2	CC(Sc1nnc(Cc2ccccc2)n1C)C(=O)NC1CC1 (stereo not drawn)	-5	-3	12	-2	-4	-3.1	-2	1	1.3	1
3	CCCCC(=O)N(CCOC)c1nnc(-c2ccc(OC)cc2)s1	-9	.	14	1	0	-2.3	-24	-1	2.7	-6
4	Cc1cc(C)n2nc(SCc3ccccc3C(=O)O)nc2n1	-8	-5	18	1	0	-3.1	-21	12	-1.2	6
5	COCCCN1CC(=O)N2C(c3cccc(OC)c3)c3[nH]c4ccccc4c3C[C@H]2C1=O (stereo partly drawn)	-11	-4	7	2	-5	-1.6	9	-1	0.8	-2
6	C[C@H]1CN([C@@H](C)CO)C(=O)c2cccc(NC(=O)C3CC3)c2O[C@H]1CN(C)CC1CCCCC1	-8	-1	10	10	-6	-1.8	-13	2	-0.7	-1
7	CCOc1ccc(OCC)c(NC(=O)CSCC(=O)O)c1	2	-6	9	1	-4	-1.4	7	0	-0.2	-3
8	COC(=O)c1cnn2c(C(F)(F)F)cc(-c3ccccc3)nc12	-14	-5	-5	1	-7	1.0	9	6	-0.3	0
9	COc1ccc(Cl)cc1C(=O)NCCCSc1ccccc1	-16	-5	-4	2	3	0.6	14	-2	1.8	4
10	CCCCNC(=S)Nc1ccccc1F	-7	-8	-6	3	3	1.0	-14	2	0.5	5
11	CC(=O)COc1ccc2c(-c3ccccc3)cc(=O)oc2c1C	-9	-7	4	3	-5	-0.9	4	-5	1.5	-1
12	CCn1nnc(NC(=O)c2c(OC)cccc2OC)n1	-8	-1	2	0	0	-0.4	-13	5	-3.5	-1
13	Cc1ccc(O)c(C(=O)CC(=O)c2ccc(Cl)cc2)c1	0	9	-9	-3	-2	2.0	-12	2	0.8	3
14	CSCCC(NC(=O)c1ccccc1Cl)C(=O)NNC(=O)c1ccncc1 (stereo not drawn)	-7	.	14	-1	-1	-2.7	-3	-3	1.1	1
15	O=P(OC1CCCCC1)(OC1CCCCC1)C(O)c1ccc(Cl)cc1Cl (stereo not drawn)	-5	1	-18	-7	1	4.2	-13	-1	0.4	5
16	Cc1oc2c(CN3CCCCC3C)c(O)ccc2c(=O)c1-c1ccc(Br)cc1 (stereo not drawn)	-1	-4	8	-2	5	-1.6	-1	3	3.3	0
17	C=C(C)C(=O)Nc1cccc(C2=NOC3(C2)C[C@@H](C(N)=O)N(C(=O)[C@H]2CCC(=O)N2)C3)c1 (stereo partly drawn)	-3	-2	9	1	1	-1.7	-4	-2	3.2	5
18	O=C1NN(c2ccccc2)C(=O)/C1=C/c1ccc(Sc2ccc(Cl)cc2)o1	-9	-2	8	9	?	-1.6	7	1	1.9	-3
19	Cc1cc(C)c2cc(CN(CCO)C(=O)Nc3ccc(F)cc3)c(=O)[nH]c2c1	9	-1	6	-1	-2	-1.1	-22	1	2.4	-2
20	c1ccc2c(c1)CCN(c1nc(CN3CCOCC3)nc3sc4c(c13)CCCC4)C2	-2	-4	11	-1	-6	-2.4	-50	-7	-0.6	-2
21	COc1ccc(CCNC(=O)c2cnn3c(C(F)F)cc(C)nc23)cc1OC	-9	.	1	1	1	-0.2	3	3	0.3	-1
22	COc1ccc2[nH]c(=O)c(C(c3nnnn3CC3CCCO3)N3CCc4ccccc4C3)cc2c1 (stereo not drawn)	-2	-3	16	-3	-4	-3.2	-7	4	0.8	-1
23	CCOC(=O)C1CCCN(C(=O)c2cc3nc(-c4cccc(OC)c4)cc(C(F)(F)F)n3n2)C1 (stereo not drawn)	-3	-2	8	1	1	-1.8	-44	1	1.5	1
24	NS(=O)(=O)c1ccc(CCNC(=O)CCCn2ncn3c(cc4occc43)c2=O)cc1	6	-1	3	4	-4	-0.5	8	-3	0.1	-2
25	CC(SC#N)C(=O)C12CC3CC(CC(C3)C1)C2 (stereo not drawn)	4	-4	13	-5	-8	-2.5	2	-4	0.4	4
26	CNC(=O)Nc1ccccc1C(=O)NCc1ccccc1	-12	-2	5	0	1	-1.2	11	-2	1.9	-5
27	CCCCC(=O)NC(c1ccco1)c1c(O)ccc2ccccc12 (stereo not drawn)	-7	-3	23	0	2	-4.0	-4	0	-0.8	2
28	O=C1C(C=NCc2cccnc2)=C(O)c2ccccc21	-4	3	-3	1	-2	0.5	-26	2	0.5	10
29	CC(=O)NC(=S)Nc1cccc([N+](=O)[O-])c1	1	-4	19	0	5	-3.4	4	4	-0.7	-1
30	Cc1ccc(OCC(=O)N/N=C/C=C/c2ccco2)cc1	-1	-4	-14	-2	-6	2.4	-12	-8	-0.9	9
31	CCCn1c(NC(=O)CCS(=O)(=O)c2ccc(C)cc2)nc2ccccc21	-8	-1	10	1	-2	-2.0	8	3	1.0	-3
32	COc1cc2c(cc1OC)CN(C(=S)Nc1c(C)cccc1C)CC2	3	-1	-4	1	1	0.7	-15	-1	0.0	4
33	Cc1ccc(C(=O)NCC(c2ccc(F)cc2)N2CCOCC2)cc1 (stereo not drawn)	5	-2	23	0	0	-4.5	-2	-1	0.7	-2
34	Cc1ccc(C(=O)c2sc3nsc(C)c3c2N)cc1	-3	-4	3	-2	1	-0.6	10	-4	3.0	-5
35	CN1CC(c2ccccc2)C2(SC(=S)N(Cc3ccco3)C2=O)C12C(=O)Nc1ccccc12 (stereo not drawn)	-9	9	-42	-2	0	7.8	18	-4	0.4	1
36	CCCOC(=O)c1[nH]c2c(c1C)C(=O)CC(c1ccc(OC)c(OC)c1)C2 (stereo not drawn)	8	-2	8	0	0	-1.3	-17	-5	-1.3	0
37	O=C(/C=C/c1cccnc1)c1ccc(F)c(F)c1	2	-3	9	8	-8	-1.7	-4	-4	1.8	1
38	Cc1cc(C)cc(N(CC(=O)NC2CCCC2)C(=O)CCC(=O)Nc2nc(C)cs2)c1	-3	-4	-1	1	-4	0.1	-14	-4	1.6	5
39	CSc1ccccc1-c1nnc(-c2ccc(C)cc2)o1	0	-21	0	-7	-5	0.0	-8	-3	-2.2	3
40	Cc1cc(Cl)ccc1OCCCC(=O)OCC(=O)c1c(N)n(C)c(=O)n(C)c1=O	-9	-2	-9	-2	-3	1.8	-5	1	-1.6	2
41	CCCNC(=O)Cn1c(-c2ccc(F)cc2)cc(C(=O)OCC)c1C	0	-2	-12	.	-2	1.7	-25	-8	-0.2	-2
42	O=C(Nc1ccc(S(=O)(=O)N2CCOCC2)cc1)C1CCN(S(=O)(=O)c2ccccc2)CC1	-6	-2	10	6	-4	-1.6	-6	-2	2.7	-4
43	CC(C)(C)n1nc2c(c1NC(=O)c1cc(Cl)ccc1[N+](=O)[O-])CS(=O)(=O)C2	-6	-1	16	-4	-2	-3.1	-2	2	-1.8	2
44	CCc1ccc(N2C(=O)CN(Cc3ccc(OC)c(OC)c3)C2=S)cc1	-5	-1	-6	-2	3	1.2	-14	0	0.4	10
45	Cc1ccsc1/C=N/NC(=O)Cc1cccn1C	-10	-2	16	-1	2	-3.3	8	-1	1.9	1
46	O=C(N/N=C/c1cc2c(cc1Br)OCO2)c1c[nH]c2ccccc12	0	2	-6	-1	4	0.9	0	-7	0.2	3
47	O=C1CC(c2ccccc2)CC(=O)N1c1ccccc1	-12	-7	-1	-3	1	0.2	-11	9	1.0	1
48	O=C(CCC(=O)Nc1ccccc1Cl)N/N=C/c1c[nH]c2ccccc12	-2	-1	7	3	-4	-1.3	-19	13	-1.7	-2
49	COCCn1cnc2c1c(=O)n(CC(=O)c1ccc3c(c1)OCCO3)c(=O)n2Cc1ccccc1	-3	0	9	-2	-2	-1.6	-16	4	7.2	0
50	CC1CCCN(C(=O)CSc2nnc(-c3ccc(S(=O)(=O)N4CCOCC4)cc3)n2C)C1 (stereo not drawn)	3	-4	13	3	2	-2.3	5	-6	0.1	7

(more compounds)
entry	molecule	Cardiac RTF inh	CAL-PDZ inh HTS	MOR-DOR inv ag	V-ATPase pHluor	Keap1-Nrf2 PPI	MOR-DOR ag	HTR5A inv ag	cardiac RTF act	C-LANA FP	HTR5A ag ctr
51	COc1ccc(-n2cc3c(-c4cccc(Br)c4)nnc(C)c3n2)cc1	-33	0	2	-3	-24	-0.3	2	5	4.8	-1
52	CCCc1cc(C(=O)Nc2ccc(C(=O)c3ccc(F)cc3)cc2)n(C)n1	-3	-8	-8	0	3	1.4	-16	-5	-1.4	3
53	C=CCN1CCOc2ccc(C)cc2S1(=O)=O	-1	0	10	2	6	-1.7	9	2	0.8	-3
54	CC(C)(C)c1ccc(-c2noc(CCC(=O)N3CCOCC3)n2)cc1	-9	-2	3	0	-2	-0.6	29	7	-0.7	2
55	CN1CCN(C(=O)c2ccc(N(Cc3ccc(Cl)cc3)S(C)(=O)=O)cc2)CC1	1	-6	-4	-4	-4	0.6	12	5	-1.6	-5
56	CC(C)Cn1c(NCCO)nc2ccccc21	-3	-6	4	-2	-2	-0.7	5	0	1.5	-2
57	NS(=O)(=O)c1ccc(C(=O)O)cc1	13	4	12	0	-1	-2.2	-12	0	-1.2	0
58	O=C(CCS(=O)(=O)c1ccccc1)N1CCN(c2cccc(C(F)(F)F)c2)CC1	-6	-3	0	2	-2	0.1	-16	1	1.8	4
59	Cc1ccc(C(=O)Nc2c3c(nn2C(C)(C)C)CS(=O)(=O)C3)cc1[N+](=O)[O-]	0	-1	7	-5	-4	-1.4	-19	-1	-0.2	1
60	CCCCNCCOc1ccccc1-c1ccccc1	0	-1	-3	-4	-6	0.6	7	3	1.6	1
61	Cc1cc(C)c2[nH]c(=O)c(C(c3nnnn3Cc3ccc4c(c3)OCO4)N3CCCC3)cc2c1 (stereo not drawn)	-5	0	15	-3	-13	-3.7	9	-4	-0.6	-4
62	O=C(Nc1cccc(Cl)c1)c1ccc(OC(=S)N2CCOCC2)cc1	-8	17	-4	3	0	0.7	-6	2	0.4	2
63	Cc1ncc(CN2CCCC(C(=O)Nc3ccc(-c4ccco4)cc3)C2)n1C (stereo not drawn)	-1	.	-5	0	-2	1.2	-7	4	-0.5	3

Screens (PubChem)
